# KB-3-1 cytotox: kills parental KB-3-1 adenocarcinoma cells; 400,000 compounds, 1.4% hits; KB-3-1 viability, CellTiter-Glo ATP luminescence, 72 h; Potency, µM (doses to about 46.1 µM), for the others: top-dose activity change, negative = cytotoxic, hits mostly cytotoxic; AID 1347075; note: potency is the fitted concentration of half-maximal effect; % is set by controls: 0 for no effect and ±100 for the full control effect; nearly all actives have a fitted effect of over 60% in size
#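 Screening of KB-3-1 cells (DMEM, 10% FBS, phenol-red free) ran from lowest to highest compound concentration; after 72 h at 37 °C viability was read luminescently and curves fitted.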
# IL1B secr inh: inhibitors of inflammasome signaling (IL-1 beta secretion); THP-1 LPS/ATP IL-1B secretion, AlphaLISA, 16 h; active compounds read low; activity change, % at 57.5 µM; 360,000 compounds, 4.7% hits; in the data active = activity change below about -50%; inconclusive = mostly about -30% to -49%; note: % is set by controls: 0 for no effect and ±100 for the full control effect
#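 THP-1 cells pretreated 1 hr with compounds (up to 57.5 uM final), then stimulated with LPS (250 ng/mL final) plus ATP (1.25 mM final); secreted IL-1B measured by AlphaLISA after 16 hr, decreased signal indicating inhibition.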
# HepG2 tox: HepG2 cytotoxicity, counter-screen for TGF-b inhibitors. AID 588856. HepG2 CAGA-GFP viability, ATP luminescence, 18 h. 410,000 compounds, 0.76% hits. Potency, µM (series often up to 46.1 µM), inactives show at the top dose activity change, negative = cytotoxicity, actives largely listed as cytotoxic; note: potency is the fitted concentration of half-maximal effect; some results filed as inactive show a strong effect at the top dose
#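 HepG2 CAGA-GFP cells (1000/well, DMEM with 1% FBS) received compound, then TGF-beta at 500 pg/mL final, and were incubated 18 hours at 37 degrees C. Viability was read by CellTiter-Glo luminescence. Media-only wells were set as complete cell-killing and DMSO as no toxicity.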
# HT1080-NT tox: kills 2HG-producing HT-1080-NT fibrosarcoma cells. Potency, µM (titrated, usually from 46.1 µM), for inactives: at the top dose activity, negative = less viability, usual class: cytotoxic. HT-1080-NT fibrosarcoma viability, CellTiter-Glo ATP luminescence, 48 h. 360,000 compounds, 1.6% hits;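 note: NT is the 2HG producing partner of a matched IDH1 knockdown line; potency is the fitted concentration of half-maximal effect; 0% = DMSO-treated cells and -100% = media-only wells without cells; nearly all actives have a fitted effect of over 55% in size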
#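 Viability of the 2HG-overproducing fibrosarcoma line after 48 hours of compound exposure at 37 degrees C was determined by luminescence with CellTiter-Glo, and concentration-effect curves were then fitted and categorized.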
# MCF10A rerep: induces DNA re-replication in MCF 10a normal breast cells; MCF 10A DNA re-replication, Hoechst nuclear intensity, 48 h; Potency, µM (top dose mostly 46.1 µM), without a hit: top-dose activity, positive = re-replication, actives largely listed as activators; 350,000 compounds, 2.9% hits; note: potency is the fitted concentration of half-maximal effect; % of control where 0% means no effect; nearly all actives have a fitted effect of over 50% in size
# SW480 rerep: DNA re-replication induction in SW480 cells. 340,000 compounds, 1.8% hits. SW480 DNA re-replication, Hoechst DNA content imaging, 48 h. AID 624297. Potency, µM (titrated, usually from 46.1 µM), without a hit: top-dose re-replication activation, actives largely listed as activators; note: potency is the fitted concentration of half-maximal effect; % of control where 0% means no effect; nearly all actives have a fitted effect of over 55% in size
#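 Per well, 250 cells were exposed to pinned compound for 48 hr. Nuclear DNA was visualised with Hoechst (40 min, 37 C) and total object intensity recorded by fluorescence scanning.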
# ATXN viability: cell viability loss in ATXN counter-screen; Potency, µM (top dose mostly 56.7 µM), actives largely listed as cytotoxic; S2 cells (HEK-293 line with an ATXN2-luciferase reporter) viability, CellTiter-Fluor protease fluorescence, 24 h; 400,000 compounds, 0.49% hits; note: potency is the fitted concentration of half-maximal effect; nearly all actives have a fitted effect of over 40% in size
# HT1080 IDH1KD tx: toxicity to HT-1080 IDH1 knockdown cells (counter line) | HT-1080 IDH1 knockdown viability, ATP luminescence, 48 h | Potency, µM (doses to about 46.1 µM), inactives show at the top dose activity, negative = toxicity, hits mostly cytotoxic | 360,000 compounds, 2% hits;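 note: potency is the fitted concentration of half-maximal effect; 0% = DMSO wells and -100% = cell-free medium wells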
#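 Knockdown cells (IDH1KD HT-1080) received compounds 2 h after plating at 750 cells/well and were kept 48 h at 37 °C in 5% FBS RPMI. A CellTiter-Glo luminescence read gave % activity for curve fitting.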
# ATXN2 expr inh: reduces ATXN2 reporter expression in HEK-293 cells; HEK-293 ATXN2-luciferase reporter, luminescence, 24 h; Potency, µM (series often up to 57 µM), for the others: at the top dose activity change, negative = inhibition, most hits filed as inhibitors; 360,000 compounds, 0.72% hits; AID 1745845; note: potency is the fitted concentration of half-maximal effect; % is set by controls: 0 for no effect and ±100 for the full control effect; nearly all actives have a fitted effect of over 55% in size
#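 ATXN2-luciferase reporter cells (luciferase flanked by upstream and downstream ATXN2 gene portions) were treated 24 h at 37 °C with compounds at up to 57 uM. SteadyGlo luminescence gave expression; GF-AFC fluorescence gave viability.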
# * hit, by the source's call; i = inactive; ? = inconclusive; / = not tested or not shown; & = joins results of further samples; [ ] = remark or other dose. Unless noted, calls come from the whole dose curve; as a rule, active = well fitted curve in the direction sought with a large enough effect; inconclusive = small, poorly fitted or top-dose-only effect, or another doubt; inactive = no such curve, though single readings can be large; an effect the other way counts as inactive or inconclusive.
nr	mol	KB-3-1 cytotox	IL1B secr inh	HepG2 tox	HT1080-NT tox	MCF10A rerep
1	O=C(CN(Cc1cccs1)C(=O)CCC(=O)Nc1nccs1)NCc1ccccc1	23%	12	-1%	4%	?
2	Cn1c(=O)c2c(SCC(=O)NCc3ccco3)nc(CC(C)(C)C)nc2n(C)c1=O	?	24	-25%	-5%	4%
3	C=CCn1c(SCCCCCC)nc(O)cc1=O	-5%	16	-9%	10%	-1%
4	CCc1ccc(NC(=O)CSc2nnc(-c3ccccn3)n2C)cc1	-1%	-13	-9%	2%	22%
5	Cc1ccc(C)c(NC(=O)c2cc(-c3cc(C)cc(C)c3O)n[nH]2)c1	-21%	-94*	-4%	-4%	7%
6	O=S1(=O)C[C@@H](N2CC[C@@H](O)C2)[C@H](COCc2ccccc2)N1	0%	0	2%	14%	/
7	CCOc1ccc(NC(=O)c2ccc(C#CC(C)(C)O)cc2)cc1	-1%	9	-2%	0%[9.24 µM]	-7%
8	COc1nnc(-c2ccc(N3CCCCC3)c(NC(=O)c3ccccc3)c2)c2ccccc12	?	/	7%	/	/
9	COc1ccc(Cn2c(C(=O)O)c(CNCc3cccs3)c3ccc(C)cc32)cc1	?	/	-41%	/	/
10	O=[N+]([O-])c1cccc(N/N=C/c2ccc(N3CCOCC3)cc2)c1	-16%	-63*	-9%	-23%	?
11	CC(C)c1cc(C(=O)N2CCN(C(c3ccccc3)c3ccccc3)CC2)no1	-2%	-29	3%	0%	6%
12	COc1ccc(CC(=O)NCCc2ccc(OC)c(OC)c2)cc1	16%	14	2%	9%	1%

nr	SW480 rerep	ATXN viability	HT1080 IDH1KD tx	ATXN2 expr inh
1	-4%	i	-6%	4%
2	-6%	?	-1%	-7%
3	-3%	i	-4%	9%
4	-14%	i	-2%	1%
5	26%	i	-14%	-28%
6	/	i	6%	5%
7	1%	i	-30%	-7%
8	/	i	/	15%
9	/	5µM*	/	?
10	?	?	?	?
11	6%	i	-11%	-11%
12	-3%	i	12%	11%

# 4 compounds drawn at random from those above:
nr	mol	KB-3-1 cytotox	IL1B secr inh	HepG2 tox	HT1080-NT tox	MCF10A rerep
1	O=C(CN(Cc1cccs1)C(=O)CCC(=O)Nc1nccs1)NCc1ccccc1	23%	12	-1%	4%	?
7	CCOc1ccc(NC(=O)c2ccc(C#CC(C)(C)O)cc2)cc1	-1%	9	-2%	0%[9.24 µM]	-7%
3	C=CCn1c(SCCCCCC)nc(O)cc1=O	-5%	16	-9%	10%	-1%
11	CC(C)c1cc(C(=O)N2CCN(C(c3ccccc3)c3ccccc3)CC2)no1	-2%	-29	3%	0%	6%

nr	SW480 rerep	ATXN viability	HT1080 IDH1KD tx	ATXN2 expr inh
1	-4%	i	-6%	4%
7	1%	i	-30%	-7%
3	-3%	i	-4%	9%
11	6%	i	-11%	-11%

# The main list resumes, starting 2 compounds before the break.
nr	mol	KB-3-1 cytotox	IL1B secr inh	HepG2 tox	HT1080-NT tox	MCF10A rerep
11	CC(C)c1cc(C(=O)N2CCN(C(c3ccccc3)c3ccccc3)CC2)no1	-2%	-29	3%	0%	6%
12	COc1ccc(CC(=O)NCCc2ccc(OC)c(OC)c2)cc1	16%	14	2%	9%	1%
13	CCOc1ccc(N(CC(=O)Nc2ccc3c(c2)OCCO3)S(=O)(=O)c2c(C)noc2C)cc1	?	-3	1%	-15%	-4%
14	O=c1c(Cc2ccccc2)c(O)nc2n1CCCS2	8%	11	4%	15%	-7%
15	O=C(NN1CCN(Cc2ccccc2Cl)CC1)c1ccc(Br)cc1	2%	6	-4%	-3%	?
16	COc1cc(C(=O)O[C@H]2C/C(C)=C/CC[C@@]3(C)O[C@@H]3[C@H](O)[C@@H]2C(C)C)cc(OC)c1OC	7%	0	-28%	-15%	28%
17	COc1ccc(OC)c(-c2nc(CN(C)C(C)c3ccncn3)c(C)o2)c1 (stereo not given)	4%	42	3%	-14%	1%
18	CCOC(=O)c1c(S(=O)(=O)N2CCCCCC2)c(C)n(C)c1C	-3%	-22	-2%	-3%	0%
19	CCN(CC)S(=O)(=O)c1ccc(C)c(NC(=O)c2cc(C)oc2C)c1	3%	-9	-2%	-13%	-17%
20	Cn1nc(-c2ccc(C(=O)Nc3cccc(C(F)(F)F)c3)cc2)c2ccccc2c1=O	10%	/	-11%	/	/
21	Cc1ncc(CN2CCCCC2C(=O)Nc2ccc(Oc3ccccc3)nc2)cn1 (stereo not given)	/	-5	-18%	8%	3%
22	CCC(c1nnnn1CS(=O)(=O)c1ccc(C)cc1)N1CCN(c2nc3ccccc3s2)CC1 (stereo not given)	-8%	-55*	-5%	-4%	?
23	CC1=C(C(=O)OCCOc2ccccc2)C(c2ccsc2)NC(=O)N1C (stereo not given)	-26%	-23	-5%	0%	4%
24	CN(C)C(=O)CCc1ccc2c3c([nH]c2c1)[C@]1(C)[C@@H](C(=O)N2CCOCC2)C[C@H](CC(=O)NCCc2ccccn2)C(=O)N1CC3	0%	23	-1%	8%	-1%

nr	SW480 rerep	ATXN viability	HT1080 IDH1KD tx	ATXN2 expr inh
11	6%	i	-11%	-11%
12	-3%	i	12%	11%
13	11%	i	-10%	-9%
14	0%	i	5%	3%
15	1%	i	-22%	-36%
16	2%	i	0%	0%
17	0%	i	-1%	-26%
18	-15%	i	-5%	5%
19	14%[1.84 µM]	i	-8%	-10%
20	/	i	/	-6%
21	2%	i	9%	6%
22	?	i	-2%	-7%
23	-1%	i	-17%	-11%
24	3%	i	5%	27%

# Remaining list, next part
nr	mol	KB-3-1 cytotox	IL1B secr inh	HepG2 tox	HT1080-NT tox	MCF10A rerep
25	CC(C)COC(=O)CNc1n[nH]c(=S)[nH]c1=O	4%	15	-23%	3%	11%
26	O=C(CN1CCCc2ccccc21)NCCc1ccc(Cl)cc1	14%	-22	2%	-2%	14%
27	CC(C)CCC[C@](C)(O)c1ccc(C(=O)O)cc1O	12%	16	/	14%	/
28	COC(CNc1cc(=O)oc2ccccc12)OC	4%	-7	9%	12%	2%
29	Clc1ccc(CN=C(Nc2ccccc2)NC2CCCCC2)cc1	?	/	-87%	21µM*	?
30	CCCc1cnc(N2CCN(C(=O)c3c(-c4ccccc4)noc3C)CC2)nc1	-4%	6	-19%	-10%	4%
31	CCOc1ccc(/C=N/Nc2nc(C)cs2)c(O)c1	?	-10	-39%	-6%	?
32	CC(C)C(NC(=O)/C=C/c1ccc(F)cc1)C(C)C	-2%	3	-4%	-1%	0%
33	Cc1ccc(CCNC(=O)CCn2c(=O)c3cccn3c3ccc(F)cc32)cc1	15%	-18	-28%&-36%	-5%	-1%
34	Cc1ccc(C(C(=O)NC2CCCCC2)N(Cc2ccco2)C(=O)C2COc3ccccc3O2)o1 (stereo not given)	-17%	-1	-8%	-1%	?
35	O=C(CCNC(=O)c1ccccc1Cl)Nc1cc(S(=O)(=O)N2CCOCC2)ccc1N1CCOCC1	11%	-15	-4%	9%	-2%
36	O=C(NNC(=S)NC1CCCCC1)c1cccc(S(=O)(=O)Nc2ccccc2Cl)c1	?	23	2%	3%	-8%

nr	SW480 rerep	ATXN viability	HT1080 IDH1KD tx	ATXN2 expr inh
25	-1%	i	-2%	0%
26	-12%	i	-1%	0%
27	/	i	3%	5%
28	1%	i	11%	-4%
29	?	?	16µM*	?
30	3%	i	-8%	-14%
31	?	?	-12%	255%[activator]
32	-1%	i	-4%	-11%
33	-12%	i	-13%	14%
34	25%	i	-23%	-8%
35	0%	i	3%	7%
36	?	i	-4%	1%

# Remaining list, next part
nr	mol	KB-3-1 cytotox	IL1B secr inh	HepG2 tox	HT1080-NT tox	MCF10A rerep
37	Cc1c(CCO)c(=O)[nH]n1S(=O)(=O)c1ccccc1	4%	?	-5%	22%	-2%
38	Cc1ccc(CNC(=O)C2CC(=O)OC23CCCC3)c(C)c1 (stereo not given)	-11%	-7	2%	18%	18%
39	O=C(O)c1nc(Cl)c(Cl)c(N/N=C/c2ccccc2C(F)(F)F)c1Cl	1%	11	-12%	-13%	-21%
40	COc1ccccc1OC1=NS(=O)(=O)c2ccccc21	-17%	-1	3%	5%	-7%
41	Cc1ccc(S(=O)(=O)Nc2ccc(-c3csc(-c4ccccc4)n3)cc2)cc1	-8%	-97*	13µM*	-12%	12µM*
42	COc1ccccc1C(=O)NNC1CC(=O)N(c2ccc3c(c2)OCCO3)C1=O (stereo not given)	-2%	21	-51%	-3%	-11%
43	COc1cccc(/C=C/C(=O)OCC(=O)Nc2ccc(S(=O)(=O)N3CCCC3)cc2)c1	3%	-12	7%	22%	?
44	O=C(Oc1ccc2c3c(c(=O)oc2c1)CCCC3)c1cccs1	27%	6	-1%	6%	-12%
45	CCOC(=O)c1ccc(S(=O)(=O)NNC(=O)c2cccc(N(C)C)c2)cc1	0%	-141*	3%	6%	-9%
46	CC(C)(C)C1CCc2[nH]nc(C(=O)O)c2C1 (stereo not given)	-8%	8	-6%	13%	0%
47	CN1CCC(N(C)C(=O)c2cc(-c3ccccc3Cl)nc3ccccc23)CC1	0%	0	-24%	-21%	25%
48	COc1cc(O)c2c(=O)c3c(O)c(O)ccc3oc2c1OC	?	-12	-26%	-6%	-33%[inhibitor]
49	Cc1cc(C)c2oc(C(=O)N(Cc3cccs3)C3CCS(=O)(=O)C3)cc(=O)c2c1 (stereo not given)	-3%	-5	-13%	-3%	-1%
50	CCc1nc2nc(C)c(NS(=O)(=O)c3ccc(C)c(C)c3)c(=O)n2[nH]1	1%	18	1%	3%	?

nr	SW480 rerep	ATXN viability	HT1080 IDH1KD tx	ATXN2 expr inh
37	-2%	i	7%	-28%
38	-3%	i	5%	-21%
39	-8%	i	-11%	6%
40	-2%	i	11%	4%
41	?	?	-16%	-4%
42	-6%	i	-3%	1%
43	5%	i	11%	-9%
44	6%	i	6%	0%
45	2%	i	1%	/
46	1%	i	-2%	-6%
47	25%	i	-7%	-24%
48	?	?	1%	-21%
49	3%	i	-3%	-24%
50	/	i	11%	21%

# This is a random part of the collection. Share with any hit: about 8.9%.
